Exocytosis inh: blocks lytic granule exocytosis; TALL-104 LAMP-1 surface exposure, flow cytometry; cells stimulated with thapsigargin and PMA; inhibition, % at 10 µM; 360,000 tested, 0.66% active; AID 651702;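 active means inhibition above about 55%, limit read from the data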
N-glyco inh: N-linked glycosylation inhibition | D54 ERlucT glycosylation luciferase reporter, 24 h; percent of 100 nM tunicamycin response | reporter increase, % at 12.5 µM | 360,000 tested, 0.23% active;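 active means mean luciferase reporter signal, scaled so untreated is 0 and the glycosylation-blocking control 100, at or above a set limit in every replicate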;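 further: luciferase carries N-glycosylation sites so blocking glycosylation raises the light; 0% = median of neutral control wells and 100% = median of 100 nM tunicamycin wells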
ABHD5 PLIN5 PPI: blocks binding of human ABHD5 to perilipin-5. Q00G26+Q8WTS1. Split G. princeps luciferase complementation, luminescence, 4 h. inhibition, % at 4 µM. 360,000 tested, 0.78% active;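 active means inhibition above the mean inhibition across every tested compound plus 3 SD, cut at about 22% in these data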;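 further: 0% = DMSO only wells and the 100% control is not disclosed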
Target sequence (Q00G26 whole entry, looked up): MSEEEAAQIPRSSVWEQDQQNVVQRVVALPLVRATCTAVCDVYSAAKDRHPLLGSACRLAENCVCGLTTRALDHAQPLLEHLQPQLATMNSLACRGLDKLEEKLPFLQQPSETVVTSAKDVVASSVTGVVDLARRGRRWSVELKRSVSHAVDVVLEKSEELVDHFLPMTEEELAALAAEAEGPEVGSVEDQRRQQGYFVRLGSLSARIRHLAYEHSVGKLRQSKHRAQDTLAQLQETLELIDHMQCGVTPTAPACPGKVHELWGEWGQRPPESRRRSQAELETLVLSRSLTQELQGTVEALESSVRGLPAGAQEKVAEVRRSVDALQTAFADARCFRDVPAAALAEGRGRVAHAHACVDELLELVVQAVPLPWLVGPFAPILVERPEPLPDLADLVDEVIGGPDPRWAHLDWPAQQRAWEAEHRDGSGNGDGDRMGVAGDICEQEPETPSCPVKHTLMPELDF
Target sequence (Q8WTS1 whole entry, looked up): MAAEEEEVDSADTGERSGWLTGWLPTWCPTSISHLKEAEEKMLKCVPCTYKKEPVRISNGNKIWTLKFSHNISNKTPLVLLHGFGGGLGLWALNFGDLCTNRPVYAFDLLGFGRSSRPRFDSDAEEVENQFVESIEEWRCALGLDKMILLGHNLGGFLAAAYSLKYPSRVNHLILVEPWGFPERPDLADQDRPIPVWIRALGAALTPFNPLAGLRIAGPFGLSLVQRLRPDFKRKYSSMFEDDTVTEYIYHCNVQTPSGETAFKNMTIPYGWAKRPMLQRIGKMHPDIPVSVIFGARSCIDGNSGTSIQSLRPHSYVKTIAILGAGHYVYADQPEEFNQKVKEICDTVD
MC4R ag barr: activates human MC4R beta-arrestin recruitment. P32245. U2OS MC4R beta-arrestin complementation, luminescence; percent of melanotan II response, DMSO zero. activation, % at 8.9 µM. 360,000 tested, 0.98% active. AID 540308;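 active means activation above a per-plate cutoff, the mean activation of sample wells on that plate plus 3 SD, cut at about 8% in these data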
hiPSC survival: enhancers of human iPSC single-cell survival; 360,000 tested, 0.044% active; hiPSC single-cell survival, ATPlite luminescence; 100% = ROCK inhibitor wells, 0% = DMSO; AID 602274; survival enhancement, % at 20 µM; in the data active means survival enhancement above about 18%;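 further: cells exposed to compounds for 16 hours before the ATP read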
aDG glyco act: increases alpha dystroglycan glycosylation; Pro5-aDG cells, alpha-DG glycosylation AlphaScreen (IIH6); 0% Pro5, 100% B10-LARGE cell signal; AID 624168; activation, % at 10 µM; 360,000 tested, 0.22% active;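 active means activation of at least 8% versus controls, or a plate z-score of at least 8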;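 further: Pro5 are CHO cells carrying HIG-tagged alpha-DG that lacks glycosylation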
Cardio protect: myocardial damage modulation in H9c2 cells; H9c2 cardiomyocytes, H2O2 injury protection, ATPLite, 2 h; protection from H2O2 cell death, % at 20 µM; 360,000 tested, 0.63% active;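 active means compounds giving at least 50% protection of heart cells from peroxide-induced death in the single-dose screen, raw or plate-pattern-corrected value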;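 further: 0% = DMSO wells with peroxide and 100% = DMSO wells without peroxide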
m5-HT2A agonist: agonists of mouse serotonin 5-HT2A receptor (HTR2A); 360,000 tested, 0.66% active; CHO-K1 mHTR2A beta-arrestin complementation, luminescence; percent of 30 µM serotonin response; activation, % at 7.6 µM; P35363;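 active means activation above a run cutoff, the mean activation of all tested compounds plus 3 SD, cut at about 14% in these data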;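 further: 0% = plate median of compound wells and 100% = 30 µM serotonin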
MC4R antag cAMP: antagonists of human melanocortin 4 receptor (MC4R). P32245. MC4R-expressing cells, MTII-stimulated cAMP, LANCE TR-FRET. inhibition, % at 6.5 µM. 360,000 tested, 0.48% active. AID 540295;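 active means inhibition above its plate's cutoff, the mean of tested wells on that plate plus 3 SD, cut at about 29% in these data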;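 further: 0% = Melanotan II alone and 100% = Melanotan II plus saturating MCL0020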
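Assay system: U2OS-MC4R stable cell line; Also added: Melanotan II; Technique: Eu-cAMP/anti-cAMP TR-FRET, emission 671 nm; Times: 30-min compound, 1-h challenge, 1-h detection, room temperature.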
ABCB6 inh MLPCN: inhibitors of human ABC transporter ABCB6. Q9NP58. K562-ABCB6 porphyrin accumulation, flow cytometry, 1 h; active compounds read low. fluorescence ratio to DMSO, % at 10 µM. 360,000 tested, 0.19% active. AID 602162;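 active means fluorescence ratio to DMSO below 75%, the collection mean minus 3 SD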;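 further: signal is porphyrin accumulated inside mitochondria; 100% equals median channel fluorescence of DMSO control wells; lower ratio means ABCB6 inhibition with less porphyrin fluorescence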
An asterisk follows results filed as active; nt = not tested or not shown.

Sample of the layout (five entries):
1: C/C=C\C(=O)Nc1cccc(C2=NOC3(C2)C[C@@H](C(N)=O)N(C(=O)COc2ccc(Cl)cc2)C3)c1 (stereo partly drawn)
2: CCCOC(=O)c1ccc(NC(=O)C(=O)NCC2CCCO2)cc1 (stereo not drawn)
3: CCc1ccc(NC(=O)C(C)OC(=O)c2cc(=O)[nH]c3ccc(S(=O)(=O)Nc4ccc(F)cc4)cc23)cc1 (stereo not drawn)
4: CCOC(=O)C1(CCCc2ccccc2)CCN(C(=O)C2CCCO2)CC1 (stereo not drawn)
5: COc1cc(-c2nnc(NC(=O)c3ccco3)o2)cc(OC)c1OC

entry no.	1	2	3	4	5
aDG glyco act	0.1	0.0	0.0	0.3	0.5
hiPSC survival	-2.4	-0.7	1.7	0.4	-0.4
ABCB6 inh MLPCN	97	102	97	99	95
ABHD5 PLIN5 PPI	7	-9	-2	4	3
MC4R ag barr	0.1	0.7	0.8	-4.2	-0.8
Exocytosis inh	-11	-8	-4	-2	1
N-glyco inh	-1	-2	2	0	4
m5-HT2A agonist	-1	1	-2	3	4
Cardio protect	-2	-12	22	-5	4
MC4R antag cAMP	13	9	-9	-2	-1

The whole of this part, from the start:
1: C/C=C\C(=O)Nc1cccc(C2=NOC3(C2)C[C@@H](C(N)=O)N(C(=O)COc2ccc(Cl)cc2)C3)c1 (stereo partly drawn)
2: CCCOC(=O)c1ccc(NC(=O)C(=O)NCC2CCCO2)cc1 (stereo not drawn)
3: CCc1ccc(NC(=O)C(C)OC(=O)c2cc(=O)[nH]c3ccc(S(=O)(=O)Nc4ccc(F)cc4)cc23)cc1 (stereo not drawn)
4: CCOC(=O)C1(CCCc2ccccc2)CCN(C(=O)C2CCCO2)CC1 (stereo not drawn)
5: COc1cc(-c2nnc(NC(=O)c3ccco3)o2)cc(OC)c1OC
6: CCN(CC)C(=O)c1ccc2c(=O)n(CCOC)c(=S)[nH]c2c1
7: CC(C)N1C[C@@]23C=C[C@@H](O2)C(C(=O)OCc2ccccc2)[C@H]3C1=O (stereo partly drawn)
8: CCOC(=O)c1ccccc1NC(=O)c1ccccc1SC
9: CN(C)c1nc(SCCOC(=O)COc2ccc(Cl)cc2Cl)nc(N(C)C)n1
10: FC(F)Sc1ccc(NC(=S)NC(c2ccccc2)c2ccccc2)cc1

entry no.	1	2	3	4	5	6	7	8	9	10
aDG glyco act	0.1	0.0	0.0	0.3	0.5	0.3	-0.2	0.1	0.2	1.7
hiPSC survival	-2.4	-0.7	1.7	0.4	-0.4	2.0	5.2	-3.1	0.6	-1.2
ABCB6 inh MLPCN	97	102	97	99	95	104	100	95	97	98
ABHD5 PLIN5 PPI	7	-9	-2	4	3	4	-1	-5	2	-12
MC4R ag barr	0.1	0.7	0.8	-4.2	-0.8	-1.1	-2.1	1.5	0.0	9.6*
Exocytosis inh	-11	-8	-4	-2	1	1	-4	-2	-3	9
N-glyco inh	-1	-2	2	0	4	2	1	-1	2	-7
m5-HT2A agonist	-1	1	-2	3	4	2	1	-3	6	-3
Cardio protect	-2	-12	22	-5	4	5	17	-6	-2	-29
MC4R antag cAMP	13	9	-9	-2	-1	6	-1	1	10	13

11: CN(C)c1nnnn1-c1ccc(OC(F)(F)F)cc1
12: Cc1cc(C)n(-c2ccc(C(=O)NCc3ccc(F)cc3)cc2)n1
13: COc1cc(OC)cc(-c2noc(-c3csc([C@@H]4O[C@H](CO)[C@H](O)[C@H](O)[C@H]4O)n3)n2)c1
14: COc1cc(N=Nc2ccc(C(=O)N(C)C)cc2)c(C)cc1N
15: CC(=O)Nc1ccc(NC(=O)C2CC(=O)N(C(C)C)C2)cc1 (stereo not drawn)
16: COCC1CCN(C(=O)c2ccc3oc(Cc4ccc(Cl)cc4)nc3c2)C1 (stereo not drawn)
17: COCCCNC(=O)C(Cc1ccccc1)NS(=O)(=O)c1ccc2c(c1)c(=O)n(C)c(=O)n2C (stereo not drawn)
18: CCn1c(SCC(=O)N2CCCCC2)nc2c(c1=O)SCC2
19: CC(C)(C)S(=O)N1Cc2cc(C(=O)N3CCc4ccccc4C3)nc(-c3cccc(-c4cccnc4)c3)c2[C@@H]1CCO (stereo partly drawn)
20: COc1cc2c(cc1OC)[C@@H](NC(=O)CCc1ccccc1)[C@H](O)C2

entry no.	11	12	13	14	15	16	17	18	19	20
aDG glyco act	-0.4	0.0	-0.3	0.3	-0.2	-0.1	0.0	1.7	0.1	-0.2
hiPSC survival	-0.4	-0.4	0.1	-0.5	-0.4	-0.2	1.1	2.3	0.7	1.4
ABCB6 inh MLPCN	101	93	97	98	99	103	98	92	115	100
ABHD5 PLIN5 PPI	-9	0	2	-6	-1	2	-1	-6	-3	-8
MC4R ag barr	-0.9	-2.4	-1.7	0.5	-1.3	0.2	-0.2	-3.7	nt	-0.2
Exocytosis inh	14	-1	14	2	0	1	-4	-1	2	-2
N-glyco inh	-1	-1	1	2	1	-1	2	1	2	0
m5-HT2A agonist	-5	-4	1	1	-2	2	2	3	-3	4
Cardio protect	0	2	2	2	3	-7	0	8	12	0
MC4R antag cAMP	4	-8	0	5	3	2	2	2	nt	9

Reprinted at random: three compounds from above, in no set order.
12: Cc1cc(C)n(-c2ccc(C(=O)NCc3ccc(F)cc3)cc2)n1
3: CCc1ccc(NC(=O)C(C)OC(=O)c2cc(=O)[nH]c3ccc(S(=O)(=O)Nc4ccc(F)cc4)cc23)cc1 (stereo not drawn)
13: COc1cc(OC)cc(-c2noc(-c3csc([C@@H]4O[C@H](CO)[C@H](O)[C@H](O)[C@H]4O)n3)n2)c1

entry no.	12	3	13
aDG glyco act	0.0	0.0	-0.3
hiPSC survival	-0.4	1.7	0.1
ABCB6 inh MLPCN	93	97	97
ABHD5 PLIN5 PPI	0	-2	2
MC4R ag barr	-2.4	0.8	-1.7
Exocytosis inh	-1	-4	14
N-glyco inh	-1	2	1
m5-HT2A agonist	-4	-2	1
Cardio protect	2	22	2
MC4R antag cAMP	-8	-9	0

New compounds follow:
21: O=C1CC(c2ccccc2)SC(N(c2ccccc2)c2ccccc2)=N1 (stereo not drawn)
22: COc1ccc(/C=N/NC(=O)c2ccc(N(C)S(=O)(=O)c3ccccc3)cc2)cc1
23: COC(=O)c1c(C)c(OC(=O)c2c(C)cc(O)c(C=O)c2O)cc(C)c1O
24: CCC(=O)N1c2ccccc2NC2=C(C(=O)CCC2)C1c1ccc(N(C)C)cc1 (stereo not drawn)
25: COC(=O)C1=C(O)/C(=C\c2ccc(OCC(=O)Nc3ccc(OC)cc3)cc2)N=C1C
26: Cc1ccc(S(=O)(=O)N(C)C)cc1NC(=O)CN1C(=O)NC(Cc2ccccc2)C1=O (stereo not drawn)
27: COc1ccccc1CNC(=O)CN1C(=O)NC2(CCCCCC2)C1=O
28: O=C(Nc1ccc2c(c1)OCO2)c1cccc(F)c1
29: CC(=O)c1ccc(OCCCOc2cccc3cccnc23)cc1
30: C=CCn1c(COc2ccccc2F)nnc1SCC(=O)Nc1cc2oc3ccccc3c2cc1OC

entry no.	21	22	23	24	25	26	27	28	29	30
aDG glyco act	0.1	-0.8	0.0	-0.1	0.2	0.1	0.1	0.0	0.2	2.2
hiPSC survival	-1.8	0.2	1.3	2.2	-0.2	0.0	-2.9	-0.6	0.2	6.5
ABCB6 inh MLPCN	100	98	91	96	103	101	94	102	97	96
ABHD5 PLIN5 PPI	3	0	-1	-1	3	5	1	5	4	16
MC4R ag barr	1.0	0.3	0.8	-0.8	-3.2	-4.3	-1.5	-1.2	-1.9	1.0
Exocytosis inh	-1	1	4	-4	9	8	-2	12	-6	-2
N-glyco inh	-4	-4	-2	nt	0	-1	1	0	0	2
m5-HT2A agonist	0	-5	-2	4	-1	-11	3	4	-2	0
Cardio protect	2	0	29	8	8	-4	1	-1	1	-14
MC4R antag cAMP	2	15	6	1	-18	3	4	-2	0	11

31: N#CC(C(=S)Nc1ccccc1)c1nc2ccccc2[nH]1 (stereo not drawn)
32: N#CC1=C(N)OC2=C(C(=O)CCC2)C1c1ccc2c(c1)OCO2 (stereo not drawn)
33: Cc1ccccc1OCC(=O)OCC(=O)Nc1cc(S(=O)(=O)N2CCCCC2)ccc1Cl
34: Cc1ccc(NC(=O)CC2SCCNC2=O)cc1Cl (stereo not drawn)
35: CCOC(=O)c1ccc(N2C(=O)CC(C)(CC)CC2=O)cc1
36: CCNC(=O)CC1SC(=Nc2ccc(C)c([N+](=O)[O-])c2)N(C)C1=O (stereo not drawn)
37: COc1cccc(-c2cc(C(=O)N3CCCCCC3)no2)c1
38: NNC(=O)c1ccc(COCC(F)(F)C(F)F)cc1
39: COc1ccccc1CN1Cc2cccc3c2[C@@H](CC1=O)[C@H](O)[C@H](O)C3
40: CC(=O)c1cccc(NC(=O)C2CCCN2S(=O)(=O)c2ccccc2C(F)(F)F)c1 (stereo not drawn)

entry no.	31	32	33	34	35	36	37	38	39	40
aDG glyco act	-0.3	-0.1	-0.1	0.1	0.1	-0.2	4.3	-0.1	-0.2	-0.1
hiPSC survival	0.7	0.9	-0.3	1.6	1.8	0.2	-2.6	0.4	-0.4	-1.0
ABCB6 inh MLPCN	93	99	89	67*	99	97	95	100	99	100
ABHD5 PLIN5 PPI	-14	5	-2	0	-9	7	-4	-6	-1	7
MC4R ag barr	-2.8	-0.1	0.2	-1.3	-1.6	1.8	-0.3	-0.7	-1.4	1.5
Exocytosis inh	28	-6	2	0	4	6	-6	5	-4	4
N-glyco inh	11	-2	0	4	-1	-1	-13	-1	3	2
m5-HT2A agonist	-5	1	2	1	0	2	-1	-3	4	-2
Cardio protect	-12	0	0	-6	-2	0	-15	4	0	1
MC4R antag cAMP	-6	13	-2	-1	2	6	-1	15	9	13

41: O=C(NCc1ccccc1)c1ccc(CS(=O)(=O)Cc2ccccc2F)o1
42: COc1ccccc1NS(=O)(=O)c1cccc(NC(=O)Nc2ccc(Cl)cc2)c1
43: C=CCn1c(-c2ccc(N)cc2)nc2ccccc21
44: Cc1cc(C)cc(NC(=O)C2C3C=CC4(O3)C2C(=O)N(CCN2CCCCC2)C4C(=O)NC2CCCCC2)c1 (stereo not drawn)
45: Cc1ccc2c(c1)N(C(=O)CCC(=O)NC1CCCCCC1)CC(C)O2 (stereo not drawn)
46: CCCN1C(=O)c2cc(C(=O)O)ccc2C1O (stereo not drawn)

entry no.	41	42	43	44	45	46
aDG glyco act	0.1	5.0	-0.1	0.0	0.1	-0.2
hiPSC survival	0.2	-1.9	-2.4	-0.6	0.2	-0.2
ABCB6 inh MLPCN	100	91	99	98	101	102
ABHD5 PLIN5 PPI	0	-3	-4	-12	-20	4
MC4R ag barr	0.7	1.4	0.2	0.2	2.9	-0.9
Exocytosis inh	-1	10	2	1	-4	-7
N-glyco inh	1	-8	1	3	0	-1
m5-HT2A agonist	-3	-3	2	-11	-10	3
Cardio protect	-8	-14	-2	4	1	12
MC4R antag cAMP	15	5	-1	5	-29	-4
